Screening data (PubChem BioAssay)
mcGAS lum: mouse cGAS inhibition by luminescence. inhibition, % at 12.5 µM. recombinant cGAS, Kinase-Glo ATP depletion luminescence. hit rate 0.15% among 160,000. Q8C6L5;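 also: 0% = negative control wells and 100% = reference inhibitor with no enzyme activity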
NPYLR7 ag: activates Aedes aegypti NPYLR7 receptor | hit rate 0.15% among 270,000 | HEK293T NPYLR7/Galpha15, GCaMP6s calcium fluorescence | activation, % at 10 µM | AID 1259423; in the data active = activation above about 40%;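 also: 0% = vehicle and 100% = reference agonist at the receptor; some compounds past the cut are filed as inactive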
hcGAS lum: blocks human cGAS activity | recombinant h-cGAS, ATP depletion, Kinase-Glo luminescence | hit rate 0.081% among 290,000 | inhibition, % at 12.5 µM;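 also: 0% = vehicle reaction and 100% = reaction without DNA for no activity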
Target sequence (Q8N884 whole entry, looked up): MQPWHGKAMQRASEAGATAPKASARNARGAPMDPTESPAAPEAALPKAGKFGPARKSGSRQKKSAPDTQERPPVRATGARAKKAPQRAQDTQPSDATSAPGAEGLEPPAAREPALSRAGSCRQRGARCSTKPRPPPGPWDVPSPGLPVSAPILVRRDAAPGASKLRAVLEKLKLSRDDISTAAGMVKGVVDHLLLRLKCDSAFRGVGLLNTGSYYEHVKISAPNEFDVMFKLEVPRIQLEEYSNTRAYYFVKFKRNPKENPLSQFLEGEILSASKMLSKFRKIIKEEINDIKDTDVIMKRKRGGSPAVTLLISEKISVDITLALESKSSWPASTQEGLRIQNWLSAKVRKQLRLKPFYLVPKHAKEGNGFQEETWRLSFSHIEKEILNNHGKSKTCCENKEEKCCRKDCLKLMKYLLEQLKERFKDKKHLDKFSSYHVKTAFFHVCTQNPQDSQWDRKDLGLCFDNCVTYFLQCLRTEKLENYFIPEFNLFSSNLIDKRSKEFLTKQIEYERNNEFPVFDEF
* marks the source's active call; other numbers are inactive results; / = not tested or not shown; & = joins results of further samples. Rule as the data show it, unless noted: active = inhibition above about 40%; inactive = the rest.

Values run as follows: hcGAS lum | mcGAS lum | NPYLR7 ag
CCC#CCn1nc(C2CCNCC2)n(Cc2ccccc2)c1=O
→ -4 | / | 5
Cn1c(=O)c2c([nH]c(=O)n2C)n(Cc2ccccc2)c1=O
→ 4 | / | -11
Fc1ccccc1-c1nccn1Cc1ccccc1-n1ccnc1
→ -4 | / | 11
CC1(Cc2ccc(F)c(Cl)c2)C(=O)Nc2ccc(S(=O)(=O)NC3CCCCC3)cc21 (stereo not given)
→ -4 | -3 | 5
CCOc1ccccc1C(=O)Nc1ccc(N2CCN(C(=O)c3cccnc3SCC)CC2)nc1
→ -9 | -8 | -4
CCOC(=O)C1CCN(C(c2cccc(Br)c2)C2Sc3nc(CC)nn3C2=O)CC1 (stereo not given)
→ -4 | -6 | -3
CCc1cc(N2CCN(c3ccccc3F)CC2)nc(SCc2ccc(C(=O)N3CCOCC3)o2)n1
→ -13 | -5 | 6
O=C(Cn1cnc([N+](=O)[O-])n1)Nc1cc(Oc2cccc(Cl)c2)cc([N+](=O)[O-])c1
→ -3 | -6 | -13
CCN(CC)C(=O)Cn1c(=O)c2c(OC)c(C)cnc2n(C)c1=O
→ -9 | -9 | 1
CC1CCCCC1OCCNC(=O)N1CCc2sccc2C1C (stereo not given)
→ -7 | / | 1
CN(Cc1cccc(F)c1)[C@H]1[C@H](O)C[C@@H]2CC(C)(C)OC[C@]21O
→ -1 | -5 | 6
CC1CCCC(NC(=O)C(C)n2ccnc2-c2ccccc2)C1 (stereo not given)
→ -13 | / | -22
COC(=O)c1cc(OC)c(OC)cc1NC(=O)c1ccoc1C
→ 0 | / | 25
O=C(O)c1cccc(-c2csc(/C=C/c3cccnc3)n2)c1
→ -2 | / | 2
CC(NC(=O)C1CCCO1)c1ccccc1Br (stereo not given)
→ 1 | / | -27
COc1cc(/C=C2N=C(/C=C/c3cccc(Cl)c3Cl)OC\2=O)cc(OC)c1OC
→ -6 | / | -3
Cc1nc(CN2CCN(CCC(=O)Nc3nccs3)CC2)no1
→ -3 | -13 | -4
CCOC(=O)C(Cc1cccc(N2CCN(C(=O)c3c(Cl)cccc3Cl)CC2)c1)OC (stereo not given)
→ -3 | -7 | -2
O=C(CSc1nc2c([nH]c3ccccc32)c(=O)n1-c1ccccc1F)NCC1CCCO1 (stereo not given)
→ -6 | -6 | -9
COc1ccc2[nH]c(CNCc3cccnc3N3CCOCC3)c(C)c2c1
→ -4 | / | 24
CCOC(=O)CSc1nccn2nc(-c3ccc(OCC)c(Cl)c3)cc12
→ -8 | -8 | 3
Cc1ccc(NC(=O)N(Cc2c(-c3ccccc3F)noc2N2CCOCC2)CC2CCCO2)cc1 (stereo not given)
→ -2 | -6 | -4
CCc1ccc(CN(C)Cc2cnc3c(-c4ccccc4)cnn3c2)nc1
→ -3 | / | 21
Cc1cn(CCNC(=O)C(c2cccc(F)c2)N(C)C)nn1 (stereo not given)
→ -5 | -18 | -2
CC(C)NC(=O)N1CCCC(Cn2cc(-c3ccc(F)cc3)nn2)C1 (stereo not given)
→ 0 | / | 6
O=C(CCSCc1ccccn1)NCc1ccc(Br)s1
→ -8 | / | 1
Cc1cccnc1CN(C)c1nc(C2CCCC2)nc2c1cnn2C
→ -7 | / | 6
O=C(Nc1ccc(C2SCC(=O)N2c2ccc(F)cc2F)cc1)c1ccccc1F (stereo not given)
→ 1 | -5 | -6
COC(=O)c1c(NC(=O)CCCl)sc2c1CCCC2
→ -1 | 1 | -8
Cn1c(CC2CCNCC2)nnc1CN1CCCCC1c1cccnc1 (stereo not given)
→ -7 | -12 | 13

The list continues:
Values run as follows: hcGAS lum | mcGAS lum | NPYLR7 ag
COc1cc(OC)c2cc(C(=O)Nc3cccc(C)c3)[nH]c2c1OC
→ 1 | / | 7
O=S1(=O)CCC(Nc2ncnc3sc4c(c23)CCCC4)C1 (stereo not given)
→ -5 | / | 0
CC1(C(=O)NS(=O)(=O)c2cccc(Cl)c2)CCN1C(=O)c1cccc2ccccc12 (stereo not given)
→ -11 | / | 2
CC1CCc2c(sc(NC(=O)CSc3nncn3C)c2C#N)C1 (stereo not given)
→ -5 | -6 | -3
Cc1ccc(CN2CCC2(C)C(=O)Nc2ccc(C)c(O)c2)cc1 (stereo not given)
→ -7 | / | 6
CCOc1ccc(CC(CNS(=O)(=O)CC)C(N)=O)cc1 (stereo not given)
→ -6 | / | 2
Cc1[nH]c2c(C(=O)N3CCOc4ccc(CN5CCN(c6ccccn6)CC5)cc4C3)cccc2c1C
→ -7 | -10 | 7
O=C(O)CC(S)C(=O)O (stereo not given)
→ 4 | / | -23
Oc1ccc(C(F)(F)F)cc1
→ -8 | / | 0
O=C(NC1CCCC1n1ccnc1)c1cccc(Br)c1 (stereo not given)
→ -4 | / | 7
O=C(COCc1nc2ccccc2s1)NC1=NCCS1
→ -9 | -6 | 9
Cc1noc(C)c1S(=O)(=O)N1CCCC1C(=O)O (stereo not given)
→ -2 | -4 | 0
CN(Cc1nc2ccc(F)cc2[nH]1)C(=O)/C=C/c1ccccc1
→ -4 | / | -2
CC(C)(C)c1ccc(COc2coc(CN3CCN(S(=O)(=O)c4ccccc4S(C)(=O)=O)CC3)cc2=O)cc1
→ 3 | 0 | -12
COc1ccc(C)c2sc(N(CCCn3ccnc3)C(=O)/C=C/c3cccs3)nc12
→ 0 | -3 | -20
CC(C)CCNC(=O)Cn1cc(C(F)(F)F)cc(Cl)c1=O
→ -12 | -10 | 0
COc1cn(CC(=O)NCc2ccc(C)cc2)c(CSc2ncccn2)cc1=O
→ -6 | -8 | -4
O=C(Cn1cnc2c(Cl)cc(Cl)cc2c1=O)NC1CCCCC1
→ 0 | / | 4
Cc1noc(-c2ccccc2Cl)c1C(=O)NCc1ccsc1
→ -8 | -9 | 10
CN(Cc1ccccc1C(F)(F)F)C(=O)CCc1ccc(S(N)(=O)=O)cc1
→ -5 | -15 | 0
O=C1CCCc2cc(C(=O)Nc3cccc(-c4nnnn4C4CC4)c3)ccc2N1
→ -5 | -15 | 3
CC(C)c1cc(C(=O)N(C)C2CCCCC2S(C)(=O)=O)n[nH]1 (stereo not given)
→ -6 | / | -23
O=C(NC1CCOC1=O)c1cc(-c2ccccc2)n[nH]1 (stereo not given)
→ -3 | -6 | -6
O=C1Cc2cc(NC(=O)c3c(F)cccc3Cl)ccc2N1
→ 5 | / | -3
Cc1cc(Br)ccc1Nc1ncnc2c1nnn2C
→ -9 | / | 10
CC(C)CC1CC(C)(c2csc(NNC(=O)c3ccccc3)n2)OC1=O (stereo not given)
→ -4 | / | -4
COc1ccc(CCN(Cc2ccc(C)o2)C(=O)CN(CCN2CCCC2)C(=O)c2ccccc2C)cc1OC
→ -4 | -4 | -2
Fc1cccc(-c2nc3c(OCc4ccccc4)cccn3c2NC2CCCCC2)c1
→ -1&6 | -2&1 | -11&1
Cc1cccc(N2CCn3c2nc2c3c(=O)n(CCCO)c(=O)n2C)c1C
→ -11 | / | -8
C=CCN(C(=O)c1cccc(OC)c1)c1nc2ccccc2s1
→ -8 | / | 5

Later entries
Values run as follows: hcGAS lum | mcGAS lum | NPYLR7 ag
Cn1nccc1C(=O)NC1CCCc2c1cnn2-c1ccc(F)cc1F (stereo not given)
→ -7 | / | 10
Cc1ncc(CO)c(CN2CCCCC2c2ccc(F)cc2)c1O (stereo not given)
→ 2 | / | 6
CCOC(=O)c1c(NC(=O)Cc2ccc(Cl)cc2)sc(C(=O)Nc2ccccc2F)c1C
→ -2 | / | -5
c1ccc(CNc2nc3c(-c4ccccc4)nnn3c3ccccc23)cc1
→ -4 | -5 | -8
C=CCc1c(C)nc(SC)[nH]c1=O
→ -7 | / | 0
COCCn1cc(NC(=O)Nc2c(C)cccc2C)c2ccccc21
→ -4 | / | -2
Cc1cccc(OCCNC(=O)CN2C(=O)NC3(CCCCCCC3)C2=O)c1
→ -11 | / | 18
CCCN1CC2=C(C1=O)C(c1ccc(OCC)cc1)NC(=O)N2 (stereo not given)
→ -2 | / | 2
Cn1cccc1-c1cc(C(=O)N2CCN(c3cccc(C(F)(F)F)c3)CC2)n(-c2ccc(Cl)c(Cl)c2)n1
→ 0 | -4 | 19
O=C(Nc1cccc(Cl)c1)N1CCSC1c1ccc2c(c1)OCCO2 (stereo not given)
→ -4 | -5 | 12
N#CC(C(=O)C1COCCO1)c1nc2cc(C(F)(F)F)ccc2s1 (stereo not given)
→ -9 | / | 0
CC(C)Cc1nc(N2CCCN(C(=O)c3ccccc3F)CC2)c2c(-c3cccc(C(F)(F)F)c3)noc2n1
→ 0 | -4 | 20
Cc1ccc(-n2c(SCC(=O)N3CCOCC3)nnc2-c2cccnc2)cc1
→ -7 | -6 | /
Nc1nc(Cl)cc(Nc2cccc(COC3CCCCC3)c2)n1
→ -8 | / | 7
CCCOc1ccc(CNC(CC)CO)cc1Cl (stereo not given)
→ 2 | / | 12
Cc1cc(COC(=O)C2=NN(c3ccc(C)c(Cl)c3)C(=O)CC2)on1
→ -5 | / | 2
O=C1C(Cl)=C(N2CCCC2)C(=O)N1c1ccc(F)cc1
→ -1 | / | 7
Cc1ccc(Cl)c(OC2CC3CCC(C2)N3C(=O)c2ccc(CSc3ccccn3)cc2)c1 (stereo not given)
→ -9 | -6 | 6
O=C(c1nn(-c2ccccc2)c(=O)n(Cc2ccc(C(F)(F)F)cc2)c1=O)N1CCOCC1
→ -6 | -6 | 11
COc1ccc([C@H](C)NC(=O)c2c(C)noc2-c2ccccc2C)cc1
→ 0 | -1 | -4
CCn1cc(CN2CCC(N3CCCC(C(=O)N4CCCC4)C3)CC2)cn1 (stereo not given)
→ -1 | / | 5
CC(C)CCCC1CN(C(=O)c2ccc(CN(C)C)o2)CCO1 (stereo not given)
→ -4 | / | 1
C/C=C(\C)CN1CCN(C)CC1
→ -8 | / | -14
CCCCCc1nnc(NC(=O)C2CCC(CCCC)CC2)s1 (stereo not given)
→ 8 | 0 | -1
Cc1cccc(C)c1Nc1c(-c2ccccc2Cl)nc2c(OCc3ccccc3)cccn12
→ -6 | -8 | 2
COCCN(CC(=O)N(Cc1cccn1Cc1ccccc1)C1CCCCC1)C(=O)c1cccs1
→ -3 | -6 | /
CCCc1cc(=O)n2[nH]c(COC)c(-c3ccc(OC)cc3)c2n1
→ 5 | / | -15
CCSc1nnc(NC(=O)c2ccc3c(c2)OCO3)s1
→ 3 | 2 | -6
CCCOc1ccc(Oc2cc(C)nc(SC)n2)nn1
→ 12 | / | 3
Cc1nc([C@@H](N)c2ccccc2Cl)n(-c2ccc(F)cc2)n1
→ -6 | / | -9

The list goes on.
Values run as follows: hcGAS lum | mcGAS lum | NPYLR7 ag
Cc1cnn(-c2nc(-c3ccco3)cc(C(F)(F)F)n2)c1
→ -10 | / | 13
CCc1ccccc1N=C1S/C(=C/c2ccc([N+](=O)[O-])cc2)C(O)=C1C(=O)OC
→ 0 | / | -3
CC(C)(C)C(=O)Nc1nc(-c2cccc([N+](=O)[O-])c2)cs1
→ -5 | -5 | -6
O=C(NCc1ccccc1)c1cccc(S(=O)(=O)NCc2ccccc2)c1
→ 5 | -9 | 5
CC(C#N)c1cccc(C(=O)N2CCOC(COCc3c(Cl)cccc3Cl)C2)c1 (stereo not given)
→ -2 | / | 20
COc1ccc(C(=O)N(Cc2cccc(C)c2)[C@@H]2CCCCC2NC(=O)[C@H]2CCCN2)cc1 (stereo not given in full)
→ -4 | / | -8
O=C(O)c1ccccc1-c1c(-c2ccccc2)ncn1CC1CCCO1 (stereo not given)
→ -14 | / | 14
O=S1(=O)CCN=C2SC=C(c3cccc4ccccc34)N21
→ -10 | / | 4
c1cncc(-c2cccc(-c3ccn[nH]3)c2)c1
→ -8 | / | 13
CCN(Cc1ccncc1)C1CCCN(C(=O)C(C)(C)c2ccccc2)C1 (stereo not given)
→ -8 | / | 6
CCC(C)c1ccc(O)c(NC(=S)NC(=O)CC(C)C)c1 (stereo not given)
→ -1 | -6 | -13
CCCN(CC(=O)N1CCn2cccc2C1c1cccc(F)c1)C(=O)Nc1ccc([N+](=O)[O-])cc1 (stereo not given)
→ -7 | / | 29
BrC12CC3CC(C1)C(=NNc1nn[nH]n1)C(C3)C2
→ -4 | / | -14
O=C(/C=C/c1ccc2c(c1)CCO2)N1CCN(c2ncccn2)CC1
→ -12 | / | 10
CC(C)Cn1nc(C(=O)O)c2c1CCC(N1CCOc3ccccc3C1)C2 (stereo not given)
→ 0 | / | 3
O=C(Nc1ccc(Cl)cc1)N1CCC(C(=O)N2CCCCCC2)CC1
→ 0 | -6 | 5

Reformatted as a markdown table: part of the list above
| SMILES | hcGAS lum | mcGAS lum | NPYLR7 ag |
| --- | --- | --- | --- |
| CCc1ccc(CN(C)Cc2cnc3c(-c4ccccc4)cnn3c2)nc1 | -3 | / | 21 |
| COc1ccc([C@H](C)NC(=O)c2c(C)noc2-c2ccccc2C)cc1 | 0 | -1 | -4 |
| C=CCc1c(C)nc(SC)[nH]c1=O | -7 | / | 0 |
| Nc1nc(Cl)cc(Nc2cccc(COC3CCCCC3)c2)n1 | -8 | / | 7 |
| CC1CCCC(NC(=O)C(C)n2ccnc2-c2ccccc2)C1 (stereo not given) | -13 | / | -22 |
| C=CCN(C(=O)c1cccc(OC)c1)c1nc2ccccc2s1 | -8 | / | 5 |
| CCSc1nnc(NC(=O)c2ccc3c(c2)OCO3)s1 | 3 | 2 | -6 |

Look-ups from the entries so far.
NPYLR7 ag result of `Nc1nc(Cl)cc(Nc2cccc(COC3CCCCC3)c2)n1` : 7
NPYLR7 ag result of `CCCN(CC(=O)N1CCn2cccc2C1c1cccc(F)c1)C(=O)Nc1ccc([N+](=O)[O-])cc1` (stereo not given) : 29
hcGAS lum result of `CCn1cc(CN2CCC(N3CCCC(C(=O)N4CCCC4)C3)CC2)cn1` (stereo not given) : -1
